Screening data from PubChem BioAssay.
VP16 counter: inhibits Gal4-VP16 luciferase reporter, ROR gamma counter-screen; Drosophila S2 Gal4-VP16 UAS-luciferase, luminescence, 20 h; Potency, µM (top dose mostly 53.6 µM), for inactives: top-dose activity, negative = inhibition, hits mostly inhibitors; 310,000 tested, 3.5% active; AID 2546;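 note: Gal4-VP16 expression switched on by copper sulfate through the metallothionein promoter; % is set by controls: 0 for no effect and ±100 for the full control effect; nearly all actives have a fitted effect of over 50% in size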
MBNL1 CUG block: inhibitors of human MBNL1 binding to CUG repeat RNA. Q9NR56. 280,000 tested, 0.036% active. Potency, µM (series often up to 57.5 µM), without a hit: top-dose activity change, negative = inhibition, hits mostly inhibitors. TR-FRET MBNL1-His/biotin-(CUG)12 binding, 665/545 ratio; active = well fitted inhibition curve with a large enough effect in the signal ratio, with a control signal flat, not every such curve was filed as active; inconclusive = small, poorly fitted or top-dose-only effect, or effect the other way, or a change in a side signal; inactive = no such curve, though single readings can be large or run the other way; the % refers to the signal ratio; note: % is set by controls: 0 for no effect and ±100 for the full control effect
Target sequence (Q9NR56 whole entry, looked up): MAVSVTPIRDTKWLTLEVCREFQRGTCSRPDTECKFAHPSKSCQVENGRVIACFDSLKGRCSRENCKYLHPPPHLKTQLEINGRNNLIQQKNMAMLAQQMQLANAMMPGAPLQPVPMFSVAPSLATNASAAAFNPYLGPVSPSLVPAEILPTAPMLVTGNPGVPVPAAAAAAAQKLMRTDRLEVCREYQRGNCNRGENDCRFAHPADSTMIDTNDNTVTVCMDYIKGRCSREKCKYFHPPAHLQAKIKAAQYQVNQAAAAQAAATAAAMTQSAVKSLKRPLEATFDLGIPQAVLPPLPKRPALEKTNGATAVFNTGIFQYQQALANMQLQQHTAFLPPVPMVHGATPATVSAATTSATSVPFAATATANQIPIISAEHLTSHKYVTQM
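Ratiometric TR-FRET (665 over 545 nm, excitation 340 nm) tracks disruption of MBNL1-His/biotin-(CUG)12 complex after 60 min at room temperature, with compounds at 92 nM to 58 uM final.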
NPC1 prom act: NPC1 promoter activation | 320,000 tested, 2.4% active | AID 485313 | Potency, µM (top dose mostly 9.22 µM), for inactives: at the top dose activation, usual class: activators | Huh7 NPC1 promoter luciferase reporter, 24 h;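 note: % of control where 0% means no effect; nearly all actives have a fitted effect of over 60% in size; reporter is driven by a mutant NPC1 promoter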
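Readout is luciferase luminescence, reflecting NPC1 promoter activation in stably transfected Huh7 cells after 24 h compound exposure at 37 °C in reduced-serum medium with 10% FBS.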
ELG1 genotox: induces genotoxicity in HEK293T cells with luciferase-tagged ELG1. HEK293T ELG1-luciferase reporter, luminescence, 16 h. 330,000 tested, 1.3% active. Potency, µM (titrated, usually from 46 µM), for the others: at the highest dose activity change, positive = activation, hits mostly activators; note: % of control where 0% means no effect; nearly all actives have a fitted effect of over 60% in size
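16 hr compound incubation (37 °C, 5% CO2) of HEK293T cells carrying luciferase-tagged ELG1; luciferase then measured by ONE-Glo luminescence after 30 min at RT.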
uPA generation: cell surface uPA generation inhibition | Potency, µM (highest dose often 38.3 µM), without a hit: at the highest dose activity change, negative = inhibition, hits mostly inhibitors | cell surface uPA generation assay, qHTS | 330,000 tested, 0.31% active; active = well fitted inhibition curve with a large enough effect; inconclusive = small, poorly fitted or top-dose-only effect; inactive = no such curve, though single readings can be large or run the other way; tested in mouse RAW 264.7 cells; note: % is set by controls: 0 for no effect and ±100 for the full control effect; nearly all actives have a fitted effect of over 55% in size
BRCA1 expr up: BRCA1 expression activation; MCF7-BRCA1-FFLuc reporter, luminescence, 48 h; response scale: scaled: vehicle 0%, 10 µM genistein 100%; Potency, µM (highest dose often 46.1 µM), for the others: at the top dose activation, most hits filed as activators; 380,000 tested, 1.1% active; AID 624202; note: nearly all actives have a fitted effect of over 80% in size; some results filed as inactive show a strong effect at the top dose
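Quantitative HTS in MCF7 cells stably reporting BRCA1 expression via firefly luciferase. Compound treatment lasts 48 h at 37 °C in phenol-red free MEM. Activation is expressed relative to genistein at 10 microM and DMSO.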
FLuc counter: inhibits or activates purified firefly luciferase, miR-21 counter-screen; P08659; purified FLuc, Km substrates, luminescence inhibition; Potency, µM (top dose mostly 57.5 µM), without a hit: top-dose activity change, negative = inhibition, most hits filed as inhibitors; 360,000 tested, 6.9% active;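 note: plate controls were vehicle for no effect and reference inhibitor for full effect; nearly all actives have a fitted effect of over 55% in size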
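Purified P. pyralis luciferase, 10 nM final, with Km-level 10 uM D-luciferin and 10 uM ATP in 50 mM Tris acetate pH 7.5, 10 mM Mg acetate, 0.01% Tween-20, 0.05% BSA; 6-point qHTS titration about 60 µM downward; luminescence read.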
p53 reactivator: restores transcriptional activity of mutant p53; H1299 p53-A138V BP100-luciferase reporter, luminescence, 24 h; 320,000 tested, 0.063% active; Potency, µM (highest dose often 92.2 µM), for inactives: at the top dose activity change, positive = activation, usual class: activators; note: % of control where 0% means no effect; nearly all actives have a fitted effect of over 45% in size
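H1299 (p53-null), stable ts p53-A138V + BP100-Luc; 1000 cells/well, Opti-MEM/10% FBS; cpd 4 pt, 1:5; 24 h, 37 deg C, 5% CO2; detection reagent 10 min RT; luminescence.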
Rab9 prom act: activators of Rab9 promoter; Potency, µM (top dose mostly 9.22 µM), for inactives: top-dose activation, negative = inhibition, most hits filed as activators; 320,000 tested, 2.8% active; Huh7 Rab9 promoter-luciferase reporter, luminescence, 24 h; note: % of control where 0% means no effect; nearly all actives have a fitted effect of over 60% in size
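Huh7 cells stably carrying a Rab9 promoter-luciferase reporter, 1500 cells per well in OP-MEM I with 10% FBS, treated with compound 24 hours at 37C. Luciferase activity read by luminescence after 10 minutes with Amplite reagent.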
RORg inh: inhibitors of mouse ROR gamma transcriptional activity; Drosophila S2 Gal4-RORgamma UAS-luciferase reporter, 20 h; 310,000 tested, 5.4% active; Potency, µM (doses to about 53.6 µM), without a hit: at the highest dose activity change, negative = inhibition, usual class: inhibitors; note: % is set by controls: 0 for no effect and ±100 for the full control effect; nearly all actives have a fitted effect of over 60% in size
Target sequence (P51450 whole entry, looked up, the tested form may be a part): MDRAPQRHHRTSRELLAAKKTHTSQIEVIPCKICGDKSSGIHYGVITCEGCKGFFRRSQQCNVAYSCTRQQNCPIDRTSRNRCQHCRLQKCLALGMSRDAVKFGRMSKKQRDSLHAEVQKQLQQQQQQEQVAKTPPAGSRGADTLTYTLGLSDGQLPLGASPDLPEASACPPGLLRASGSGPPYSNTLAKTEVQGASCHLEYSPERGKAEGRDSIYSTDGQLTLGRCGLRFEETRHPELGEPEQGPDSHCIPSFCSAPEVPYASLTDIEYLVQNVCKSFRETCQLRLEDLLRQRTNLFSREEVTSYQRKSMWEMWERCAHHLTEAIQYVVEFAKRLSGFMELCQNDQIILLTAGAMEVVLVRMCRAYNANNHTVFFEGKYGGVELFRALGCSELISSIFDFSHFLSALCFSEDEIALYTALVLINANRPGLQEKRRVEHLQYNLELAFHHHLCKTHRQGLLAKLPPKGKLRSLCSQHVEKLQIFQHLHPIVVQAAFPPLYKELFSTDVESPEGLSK
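Drosophila Schneider cells stably carrying a metallothionein-driven Gal4 DBD–ROR gamma fusion and a UAS-Photinus luciferase reporter were exposed to compound for 1 hr, then induced with copper sulfate (700 uM final) for 20 hr at ambient temperature before luminescence reading.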
The depositor's hits bear a star; ? = inconclusive; / = not tested or not shown; & = joins results of further samples; [ ] = remark or other dose. Unless noted, calls come from the whole dose curve; as a rule, active = well fitted curve in the direction sought with a large enough effect; inconclusive = small, poorly fitted or top-dose-only effect, or another doubt; inactive = no such curve, though single readings can be large; an effect the other way counts as inactive or inconclusive. Potency is the fitted concentration of half-maximal effect.

Every second line gives: VP16 counter | MBNL1 CUG block | NPC1 prom act | ELG1 genotox | uPA generation | BRCA1 expr up | FLuc counter | p53 reactivator | Rab9 prom act | RORg inh
> O=C(O)c1ccc2c(c1)C(=O)N([C@H](Cc1ccc(O)c(O)c1)C(=O)O)C2=O
  -1% | / | -1% | / | / | / | ? | / | 0% | -8%
> COc1ccc(-c2cc(COc3ccccc3)on2)cc1
  24% | / | ? | ? | -4% | ? | 11µM* | 17% | 4µM* | 21%
> c1ccc(N2CCCCC2)c(Nc2nc3ccccc3n3cnnc23)c1
  -2% | -11% | 2% | 3% | 1% | -4% | 2% | 0% | -5% | -13%
> Cc1ccc(CSc2ncnc3c2cnn3Cc2ccccc2)cc1
  2% | -1% | -1% | -1% | 3% | -5% | 1% | 2% | -2% | 16%
> Cc1cccc(N(CC(=O)N2CCCCCC2)S(C)(=O)=O)c1
  5% | 5% | 0% | -2% | 1% | -1% | 2% | 2% | 7% | 8%
> O=C(NCc1ccco1)c1ccc(N2CCOCC2)c([N+](=O)[O-])c1
  -2%[10 µM] | ? | -3% | 3% | 1% | -24% | 1% | 3% | 3% | 2%
> O=C(O)COc1ccccc1/C=N/NC(=O)CSc1nc2ccccc2n1Cc1ccc(Cl)cc1
  5% | -1% | 0% | 2% | -8% | -3% | -7% | 0% | -2% | 15%
> COc1ccc(OC)c(S(=O)(=O)NCCc2cn3ccsc3n2)c1
  14% | 4% | -3% | 0% | -9% | -1% | 0% | 17% | -3% | 29%
> Cc1ccc(NC(=O)COC(=O)c2cccc(N3C(=O)c4ccccc4C3=O)c2)cc1
  8% | 6% | 9% | 2% | -5% | 27% | ? | 13% | 2% | -15%
> CCOC(=O)c1ccc(Nc2ncnc3nc[nH]c23)cc1
  -6% | 2% | ? | ? | -7% | 6.3µM* | ? | 51% | ? | -12%
> CNC(=O)Nc1cccc(NC(=O)NC)n1
  -11% | 1% | -5% | 13% | -7% | -10% | 3% | 0% | 19% | -18%
> CCCCn1c(C)csc1=Nc1cccnc1
  -2% | -9% | -4% | 1% | -4% | 1% | 2% | -4% | -15% | -26%
> O=C(CCn1c(=O)[nH]c2ccccc2c1=O)N1CCN(c2cccc(C(F)(F)F)c2)CC1
  -13% | -14% | -1% | -5% | -1% | 4% | -7% | 0% | -2% | ?
> COc1ccc(N2Cc3ccccc3C2)cc1Cl
  ? | 8% | 19% | 21µM* | -21% | 6% | ? | 9% | ? | 35%
> COc1cc2ccc(=O)oc2cc1OCC(O)C(C)(C)O (stereo not drawn)
  -4% | 23% | -2% | 1% | -12% | 33% | -1% | 3% | 1% | -1%

The list goes on, starting with the last five of the part before.
Every second line gives: VP16 counter | MBNL1 CUG block | NPC1 prom act | ELG1 genotox | uPA generation | BRCA1 expr up | FLuc counter | p53 reactivator | Rab9 prom act | RORg inh
> CNC(=O)Nc1cccc(NC(=O)NC)n1
  -11% | 1% | -5% | 13% | -7% | -10% | 3% | 0% | 19% | -18%
> CCCCn1c(C)csc1=Nc1cccnc1
  -2% | -9% | -4% | 1% | -4% | 1% | 2% | -4% | -15% | -26%
> O=C(CCn1c(=O)[nH]c2ccccc2c1=O)N1CCN(c2cccc(C(F)(F)F)c2)CC1
  -13% | -14% | -1% | -5% | -1% | 4% | -7% | 0% | -2% | ?
> COc1ccc(N2Cc3ccccc3C2)cc1Cl
  ? | 8% | 19% | 21µM* | -21% | 6% | ? | 9% | ? | 35%
> COc1cc2ccc(=O)oc2cc1OCC(O)C(C)(C)O (stereo not drawn)
  -4% | 23% | -2% | 1% | -12% | 33% | -1% | 3% | 1% | -1%
> COc1cc(C=O)c(-c2c(C=O)cc(OC)c3c2OCO3)c2c1OCO2
  -6% | 3% | -2% | -4% | -8% | -8% | -1% | 11% | 10% | -22%[1.91 µM]
> CCOC(=O)c1nc(C)nc(Sc2n[nH]c(-c3ccc(C(C)(C)C)cc3)n2)c1C
  -1% | -3% | 29% | -5% | ? | 33% | ? | -2% | 28% | -29%
> Cc1cc(OCC(=O)NC(Cc2c[nH]c3ccc(O)cc23)C(=O)O)c2c(C)c(C)c(=O)oc2c1 (stereo not drawn)
  -6% | 12% | 0% | -1% | 3% | -9% | 0% | 11% | -3% | 1%
> COc1ccc(CC(=O)Nc2cccc(C(=O)Nc3ccccc3C(=O)O)c2)cc1OC
  -11% | -23% | 1% | -1% | 1% | -14% | 17µM* | -3% | -9% | 20%
> CC1CCC(N(CCCN)Cc2ccco2)CC1C (stereo not drawn)
  -3% | 1% | 0% | -7% | -1% | -20% | -2% | 1% | -7% | ?
> Cc1ccccc1CN1CCNC(=O)C1CC(=O)NCCC1=CCCCC1 (stereo not drawn)
  2% | -1% | -5% | 1% | 4% | 8% | 5% | -2% | 5% | 6%
> COC(=O)Cc1ccc(OC(=O)C2CCN(S(=O)(=O)c3ccc(OC)c(OC)c3)CC2)cc1
  / | / | 0% | -4% | -14% | -27% | 2% | 1% | -2% | /
> Cc1ccccc1CN1CCc2c(OCC(=O)N3CCCCC3)cccc2C1=O
  -1% | 2% | -13% | -10% | 1% | -13% | 7% | -6% | -9% | ?
> CCOC(=O)CN1CC23C=CC(O2)C(C(=O)NCc2ccc(C)cc2)C3C1=O (stereo not drawn)
  ? | 9% | -3% | -1% | -4% | -3% | 5% | -1% | 2% | 0%
> Cc1ccc(/C=C/c2nc3ccccc3c(=O)n2CCc2ccccc2)cc1
  -12% | -11% | 1% | -5% | 0% | -33% | -16% | 3% | 0% | 5%
> CC(C)(C)NC(=O)COc1ccc(CNCc2ccccn2)cc1
  3% | -3% | -4% | -1% | 1% | 17% | 1% | -2% | -9% | 14%
> COC(=O)/C=c1/s/c(=C(/C#N)C(=O)NCc2ccccc2)n(-c2ccccc2)c1=O
  6% | -1% | 2% | -3% | -2% | -5% | -1% | 0% | -3% | -10%
> COc1cc(S(=O)(=O)N(Cc2ccco2)C2CCCC2)ccc1-n1cnnn1
  ? | -14% | 1% | -2% | 0% | -13% | -2% | 0% | -9% | -12%
> CCCC1(c2ccccc2)NC(=O)N(CC(=O)Nc2ccc3c(c2)OCCO3)C1=O (stereo not drawn)
  / | / | / | -5% | 15% | -18% | / | -4% | / | /
> COCCCC1CCN(C(=O)C2CCC(=O)N(Cc3ccccc3F)C2)CC1 (stereo not drawn)
  -7% | -5% | 3% | 3% | 0% | -5% | 2% | 0% | 0% | 6%

Marked active in BRCA1 expr up, of those listed so far:
| compound | MBNL1 CUG block | NPC1 prom act | uPA generation | BRCA1 expr up | p53 reactivator | Rab9 prom act | RORg inh |
| --- | --- | --- | --- | --- | --- | --- | --- |
| CCOC(=O)c1ccc(Nc2ncnc3nc[nH]c23)cc1 | 2% | ? | -7% | 6.3µM* | 51% | ? | -12% |

New compounds follow:
Every second line gives: VP16 counter | MBNL1 CUG block | NPC1 prom act | ELG1 genotox | uPA generation | BRCA1 expr up | FLuc counter | p53 reactivator | Rab9 prom act | RORg inh
> CCCC(=O)Nc1cc(-c2nnc(OC)c3ccccc23)ccc1N1CCCCC1
  ? | -1% | -8% | 0% | / | / | 1% | 2% | -2% | ?
> CN(C(=O)COC(=O)c1cnc(Cl)c(Cl)c1)C1CCCCC1
  / | / | / | -1% | 2% | -59% | / | 11% | / | /
> Cc1ccc(C)c(N/N=C2\CCCNC2=O)c1
  11% | / | 1% | 10% | -1% | 22% | ? | -6% | 4% | -2%
> CCN(CC)CCCN1C(=O)c2oc3ccccc3c(=O)c2C1c1cccnc1 (stereo not drawn)
  -2% | 12% | 14% | -7% | -9% | -19% | 1% | -2% | 4% | -2%
> CC(C)N(C(=O)[C@H]1C[C@H](CC(=O)NCCc2ccccn2)C(=O)N2CCc3c([nH]c4cc(CCC(=O)N(C)C)ccc34)[C@]12C)C(C)C
  / | / | / | 3% | -5% | -5% | / | -7% | / | /
> COC(=O)c1cn(C(=O)c2ccco2)c2ccccc12
  -5% | -3% | 1% | -1% | -1% | -9% | 2% | -3% | -4% | 1%
> CCOC(=O)CNc1nc(Cl)nc(NC(C)(C)C)n1
  -2% | 10% | 0% | 1% | 3% | -4% | -3% | 8% | 1% | 9%
> OC1CCN(c2cc(-c3ccccc3)nc3cc(-c4ccc(F)cc4)nn23)CC1
  -22% | 30% | -2% | -15% | 2% | -6% | 1% | -4% | -3% | -4%
> COc1ccc(COc2cc(-c3cccc(OC)c3)nc3ccc(NC(=O)c4ccccc4)cc23)cc1
  -12%&-6% | 3% | -4% | -4% | ? | -52% | 3% | 4% | -1% | -44%&23%
> O=C(Cc1ccc([N+](=O)[O-])cc1)Nc1ccc(Cl)cc1
  0% | 9% | 1% | -8% | -4% | -2% | -7% | 2% | -4% | 21%
> CCCc1nc(SC)[nH]c(=O)c1C
  -7% | / | -1% | 1% | -21% | -5% | -3% | -3% | -5% | 1%
> COc1ccc(N2CCN(c3ccc(NC(=O)c4ccc5c(c4)OCO5)cc3C#N)CC2)cc1
  3% | -1% | -5% | 0% | -6% | 10% | -6% | -4% | -2% | 10%
> CC(/C=C/c1ccccc1)=N/NC(=O)C(O)c1ccccc1 (stereo not drawn)
  27% | 7% | 11% | 5% | -3% | ? | -13% | ? | 17% | 2%
> Cn1c(Cl)c(C(=O)Nc2ccc(Cl)cc2)c2ccccc21
  3% | -8% | ? | 3% | -12% | -17% | 6µM* | -4% | 16% | 8%
> CC1=CN2CC(O)CN=C2C=C1 (stereo not drawn)
  3% | 2% | -4% | 3% | 8% | 12% | -2% | 3% | 4% | -32%
